pAkt inh: blocks phosphorylation of Akt | Neuro2A IGF-stimulated pAkt S473 HTRF, 20 min; active compounds read low | activity change, % for hits at 50 µM | actives 0.32% (n = 360,000) | AID 651550; in the data active means activity change below about -80%; inconclusive means mostly about -51% to -80%; further: on the % scale 0 is the no-effect control and ±100 the full control effect
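Single-point screen (50 µM final compound) in Neuro2A cells stimulated 20 min with 6 nM IGF at 37 deg C. After lysis, Ser473-phosphorylated Akt read by HTRF (ex 330 nm, em 615/665 nm) as the 665/615 ratio.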
aSyn rescue: rescues yeast growth from alpha-synuclein toxicity. Yeast expressing alpha-synuclein, growth rescue, BacTiter-Glo, 24 h. Potency, µM (titrated, usually from 46.1 µM), inactives show at the highest dose growth rescue (activation), hits mostly activators. actives 0.14% (n = 370,000). AID 652106; further: potency means the concentration at half of the fitted maximal effect; % of control where 0% means no effect; nearly all actives have a fitted effect of over 65% in size
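Screening used galactose-induced yeast with toxic alpha-synuclein levels, exposed to compound for 24 hr at 30 deg C. Cell growth, read with BacTiter-Glo luminescence, gave the measured signal.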
GLP1R ag: agonists of human GLP-1 receptor. P43220. HEK293 GLP-1R CRE-luciferase, luminescence, 4-6 h; cells express a hypersensitive GLP-1R form. Potency, µM (doses to about 45.6 µM), without a hit: at the highest dose activation, usual class: activators. actives 0.007% (n = 380,000); further: potency means the concentration at half of the fitted maximal effect; % of control where 0% means no effect
Target sequence (P43220 whole entry, looked up): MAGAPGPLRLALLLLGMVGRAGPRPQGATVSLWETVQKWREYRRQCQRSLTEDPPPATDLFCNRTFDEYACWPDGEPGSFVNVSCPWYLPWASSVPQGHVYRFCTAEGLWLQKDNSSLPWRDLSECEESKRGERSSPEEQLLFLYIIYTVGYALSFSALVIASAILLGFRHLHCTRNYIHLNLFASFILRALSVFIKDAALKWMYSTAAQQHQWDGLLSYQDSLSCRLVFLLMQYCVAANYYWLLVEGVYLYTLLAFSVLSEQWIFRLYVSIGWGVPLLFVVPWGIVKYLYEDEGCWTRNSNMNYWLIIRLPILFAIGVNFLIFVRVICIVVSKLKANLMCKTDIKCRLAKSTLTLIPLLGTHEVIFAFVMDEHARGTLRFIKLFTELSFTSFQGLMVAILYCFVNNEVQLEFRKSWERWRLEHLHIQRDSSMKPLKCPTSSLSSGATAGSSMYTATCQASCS
PTHR1 agonist: PTHR1 (human) receptor agonism; Q03431; HEK293 GP2 PTHR1 cells, GloSensor cAMP luminescence, 1 h; Potency, µM (top dose mostly 115 µM), inactives show top-dose activation, hits mostly activators; actives 0.075% (n = 410,000); AID 743266; further: potency means the concentration at half of the fitted maximal effect; nearly all actives have a fitted effect of over 55% in size; some results filed as inactive show a strong effect at the top dose; inactives centre near -15; many of its hits are not listed in these tables
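HEK-293-derived GP2 cells expressing PTHR1 and a GloSensor cAMP reporter, 3,000/well, plated overnight, given luciferin plus IBMX (each 0.5 mM as added) for 1 h at 37 °C, then compound for 1 h at 37 °C. Luminescence was read after 15 min at room temperature.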
DRD3 antagonist: antagonists of human D3 dopamine receptor; P35462; D3R cells, DiscoveRx beta-arrestin luminescence, antagonist mode; active compounds read low; max response, negative = inhibition, %; actives 2.5% (n = 360,000); in the data active means max response below about -50%; inconclusive means no clear call, values can overlap the other calls; further: on the % scale 0 is the no-effect control and ±100 the full control effect; mostly tested at two doses, the higher about 12 µM
Target sequence (P35462 whole entry, looked up): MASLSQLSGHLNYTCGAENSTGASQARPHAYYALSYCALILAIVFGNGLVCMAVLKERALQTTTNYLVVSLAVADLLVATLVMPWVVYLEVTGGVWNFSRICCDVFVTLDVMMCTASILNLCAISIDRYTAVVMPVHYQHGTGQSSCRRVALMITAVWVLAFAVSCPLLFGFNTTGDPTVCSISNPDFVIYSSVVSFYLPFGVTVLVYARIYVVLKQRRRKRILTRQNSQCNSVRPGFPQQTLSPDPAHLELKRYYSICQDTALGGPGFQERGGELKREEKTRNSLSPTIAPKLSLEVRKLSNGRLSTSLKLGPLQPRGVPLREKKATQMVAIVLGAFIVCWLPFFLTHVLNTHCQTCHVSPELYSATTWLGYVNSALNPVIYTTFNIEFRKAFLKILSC
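Cells plated overnight at 1500 cells/well, then exposed to library compounds with dopamine controls for 90 minutes at 37 degrees C. DiscoveRx reagent added for 30–60 minutes at room temperature; luminescence read, quantitative HTS format.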
Abeta yeast res: restores growth of yeast expressing A-beta42 peptide | actives 0.063% (n = 410,000) | yeast expressing A-beta42, growth rescue, OD600, 48 h; response scale: 0% DMSO, 100% iron-clioquinol control | Potency, µM (doses to about 46.1 µM), inactives show at the top dose growth rescue, usual class: activators; further: potency means the concentration at half of the fitted maximal effect; nearly all actives have a fitted effect of over 55% in size
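Yeast A-beta toxicity model in growth medium with pinned compounds, 48 h at 30 C; growth read as absorbance at 600 nm. Normalized to FeCl3/clioquinol equimolar mix (positive) and DMSO (negative).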
TDP-43 yeast inh: rescues yeast growth from TDP-43 toxicity; TDP-43 expressing yeast growth rescue, BacTiter-Glo, 24 h; AID 652104; actives 1.8% (n = 410,000); Potency, µM (top dose mostly 46.1 µM), for inactives: top-dose growth rescue (activation), actives largely listed as activators; further: potency means the concentration at half of the fitted maximal effect; % of control where 0% means no effect; nearly all actives have a fitted effect of over 50% in size
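Readout is BacTiter-Glo luminescence of cell growth, so inhibitors register as activators. TDP-43-expressing yeast at OD600=0.02 in galactose medium, after raffinose pregrowth to mid-log, were incubated with compound for 24 hr at 30 deg C.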
FUS yeast rescue: suppressors of FUS proteinopathy in yeast | S. cerevisiae FUS-expressing, growth rescue, OD600, 24 h | AID 1347120 | Potency, µM (doses to about 76.6 µM), inactives show at the top dose growth rescue (activation), most hits filed as activators | actives 0.24% (n = 390,000);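 further: potency means the concentration at half of the fitted maximal effect; plate controls were DMSO vehicle for no effect and reference control for full effect; nearly all actives have a fitted effect of over 55% in size; some results filed as inactive show a strong effect at the top dose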
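Absorbance at 600 nm, taken 24hr after compound addition, measured rescue of FUS-yeast growth at 30C. Induction used 2% galactose with seeding at OD 0.005. Controls: CP55940 from 92uM final, DMSO only.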
GLP-1R inv ag: GLP-1 receptor (human) inverse agonism; P43220; Potency, µM (top dose mostly 38.3 µM), for inactives: top-dose activity change, negative = inhibition, usual class: inhibitors; HEK293 GLP-1R CRE-luciferase, luminescence, 24 h; GLP-1R form is constitutively active; actives 1.6% (n = 410,000); further: potency means the concentration at half of the fitted maximal effect; on the % scale 0 is the no-effect control and ±100 the full control effect; nearly all actives have a fitted effect of over 55% in size
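Inverse agonists were sought by their lowering of basal cAMP reporter luciferase output in HEK293 cells stably carrying constitutively active human GLP-1R, after 24 h compound treatment.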
* hit, by the source's call; i = inactive; ? = inconclusive; . = no result given; [ ] = remark or other dose. Unless noted, the call rests on the fitted dose curve; in most records, active means well fitted curve in the direction sought with a large enough effect; inconclusive means small, poorly fitted or top-dose-only effect, or another doubt; inactive means no such curve, though single readings can be large; an effect the other way counts as inactive or inconclusive.

SMILES | pAkt inh | aSyn rescue | GLP1R ag | PTHR1 agonist | DRD3 antagonist | Abeta yeast res | TDP-43 yeast inh | FUS yeast rescue | GLP-1R inv ag
O=C(OCc1nnc(-c2ccccc2)o1)c1ccc(Br)o1 | i | 8% | 7% | -13% | 5 | -10% | -22% | -1% | 50%[activator]
CC(C)(C)c1ccc(OCC(=O)N(Cc2cccs2)C2CCS(=O)(=O)C2)cc1 (stereo unspecified) | i | 11% | 6% | -16% | -1 | 22% | 9% | ? | ?
Cc1nc(-c2ccccc2)c(Cc2ccccc2O)c(=O)[nH]1 | i | 0% | 11% | -1% | 0 | 1% | 9% | -27% | 9%
COC(=O)NC1(C(F)(F)F)C(=O)Nc2c1c(=O)n(C)c(=O)n2C (stereo unspecified) | i | -3% | 1% | -15% | -3 | -10% | -9%[9.22 µM] | 7% | 0%
COc1ccc(C(=O)N2CCN(Cc3ccccc3)CC2)cc1[N+](=O)[O-] | i | 0% | 5% | -39%[inhibitor] | 5 | -11% | -14% | -13% | 22%
COCCCN1C(=O)C(O)=C(C(C)=O)C1c1ccccn1 (stereo unspecified) | i | 2% | 0% | -23%[57.5 µM] | -1 | -7% | 0% | 3% | 8%
COc1cc(C(=O)NCCCOC(C)C)ccc1OC1CCN(C(C)=O)CC1 | i | 2% | 2% | -16% | 9 | 13% | 17% | -1% | 22%
CCCCN(CCCC)CC(O)COc1ccc(Br)cc1 (stereo unspecified) | i | -8% | 9% | i | -25 | -12% | -19% | 1% | ?
O=C(O)c1cc(Br)ccn1 | i | 1% | -1% | i | -9 | -3% | -9% | -17% | 29%
COc1ccc(NC(=O)NC(C)c2ccc3c(c2)OCO3)cc1OC (stereo unspecified) | i | 5% | -3% | i | 20 | 5% | 7% | 3% | 20%

Three entries from above, with values under each structure.
Order of values: pAkt inh	aSyn rescue	GLP1R ag	PTHR1 agonist	DRD3 antagonist	Abeta yeast res	TDP-43 yeast inh	FUS yeast rescue	GLP-1R inv ag
CC(C)(C)c1ccc(OCC(=O)N(Cc2cccs2)C2CCS(=O)(=O)C2)cc1 (stereo unspecified)
  i	11%	6%	-16%	-1	22%	9%	?	?
O=C(OCc1nnc(-c2ccccc2)o1)c1ccc(Br)o1
  i	8%	7%	-13%	5	-10%	-22%	-1%	50%[activator]
Cc1nc(-c2ccccc2)c(Cc2ccccc2O)c(=O)[nH]1
  i	0%	11%	-1%	0	1%	9%	-27%	9%

Retrieved one by one from the entries so far (two):
SMILES | pAkt inh | aSyn rescue | GLP1R ag | PTHR1 agonist | DRD3 antagonist | Abeta yeast res | TDP-43 yeast inh | FUS yeast rescue | GLP-1R inv ag
COc1ccc(C(=O)N2CCN(Cc3ccccc3)CC2)cc1[N+](=O)[O-] | i | 0% | 5% | -39%[inhibitor] | 5 | -11% | -14% | -13% | 22%
COCCCN1C(=O)C(O)=C(C(C)=O)C1c1ccccn1 (stereo unspecified) | i | 2% | 0% | -23%[57.5 µM] | -1 | -7% | 0% | 3% | 8%

(cont.)
SMILES | pAkt inh | aSyn rescue | GLP1R ag | PTHR1 agonist | DRD3 antagonist | Abeta yeast res | TDP-43 yeast inh | FUS yeast rescue | GLP-1R inv ag
O=C(NCc1ccco1)c1cc(S(=O)(=O)N2CCCC2)ccc1Cl | i | 9% | -4% | i | 5 | -4% | -9% | 2% | -29%
Cc1ccc(OCCOC(=O)c2cccc(S(=O)(=O)N3CC(C)OC(C)C3)c2)cc1 (stereo unspecified) | i | 2% | 1% | -15% | -1 | -2% | -12% | 17% | ?
CC(C)CNC(=O)[C@@H]1CSC2c3ccccc3C(=O)N21 (stereo partly specified) | i | -5% | 4% | i | -15 | 10% | 8% | 19% | 25%
Cc1ccc(NC(=O)C2CC(=O)N(Cc3ccco3)C2)cc1 (stereo unspecified) | i | -9% | 4% | -24% | 1 | 29% | -8% | 11% | -13%
C[C@H]1CN([C@@H](C)CO)C(=O)CCCn2cc(nn2)CO[C@@H]1CN(C)C(=O)Nc1ccccc1C(F)(F)F | i | 0% | -5% | -20% | 3 | 3% | 24% | -10% | 5%
Cc1ccc(S(=O)(=O)CCC(=O)OCC(=O)Nc2sccc2C#N)cc1 | i | -2% | -5% | -23% | 11 | 0% | 9% | -16% | 10%
O=C(NCc1ccccc1)c1cc(C2COCCN2C(=O)C/C=C/c2ccccc2)on1 (stereo unspecified) | i | 8% | 3% | i | 16 | -17% | 17% | ? | 5%
CCCCNC(=S)NNc1c(Cl)cc(Cl)cc1Cl | i | 4% | 6% | -13% | 0 | ? | 25%[9.22 µM] | -1% | -14%
CC1(C(=O)NCC2CC2)CCN1C(=O)C1(c2ccc(Cl)cc2)CC1 (stereo unspecified) | i | 11% | 8% | -24% | -14 | 8% | ? | -6% | -7%
O=C1CS/C(=C\[N+](=O)[O-])N1c1ccccc1 | i | -1% | -17% | -15% | -71* | -4% | ? | ? | -21%
O=C(CN1C(=O)NC2(CCCCCC2)C1=O)N1CCN(S(=O)(=O)c2ccccc2)CC1 | i | -6% | -5% | i | 11 | -7% | -1% | -8% | -19%
N#Cc1cccc(NC(=O)CN2NS(=O)(=O)c3ccccc3C2=O)c1 | i | -5% | 2% | -7%[57.5 µM] | 0 | -3% | -8% | -7% | -4%
Cn1c(SCc2ccc(C(F)(F)F)cc2)nc2c([nH]c3ccccc32)c1=O | . | . | . | -24% | . | 6% | 8% | -14% | 12%
COc1cc(OC)cc(C(=O)OCC(=O)Nc2ccc3[nH]c(=O)[nH]c3c2)c1 | i | -6% | 17% | i | 12 | -1% | -9% | 9% | 27%
Cc1ccnc2nc(C(=O)OC(C)C(=O)NCc3ccccc3)nn12 (stereo unspecified) | i | -3%[1.84 µM] | 9% | -24% | 12 | -1% | -1% | 5% | 0%
O=C(NCCc1ccccc1)c1cnc2n(c1=O)CCS2 | i | -3% | 5% | i | -19 | -8% | 5% | 1% | -9%
CCCC1(c2ccccc2)NC(=O)N(CC(=O)Nc2cc(S(=O)(=O)N3CCOCC3)ccc2Cl)C1=O (stereo unspecified) | i | 8% | 0% | i | 16 | -5% | 7% | 5% | 1%[7.66 µM]
CC(C)(C)c1cnnn1-c1ccc([N+](=O)[O-])cc1 | i | 0% | 3% | -18% | 1 | -16% | 1% | -15% | 2%
CC(C)=CCC/C(C)=C/CNC(=O)C[C@H]1C[C@H](C(=O)N(C(C)C)C(C)C)[C@@]2(C)c3[nH]c4cc(-c5ccco5)ccc4c3CCN2C1=O | i | 14% | 8% | -9% | 0 | -8% | 11% | 40% | -27%
Cc1csc(NC(=S)NC(=O)c2ccccc2)n1 | i | 6% | 8% | -13% | -28 | 14% | -7% | 10% | 3.5µM*

Only DRD3 antagonist and pAkt inh, for some of the entries so far:
Structure | DRD3 antagonist | pAkt inh
COC(=O)NC1(C(F)(F)F)C(=O)Nc2c1c(=O)n(C)c(=O)n2C (stereo unspecified) | -3 | i
COc1ccc(C(=O)N2CCN(Cc3ccccc3)CC2)cc1[N+](=O)[O-] | 5 | i

Other results.
SMILES | pAkt inh | aSyn rescue | GLP1R ag | PTHR1 agonist | DRD3 antagonist | Abeta yeast res | TDP-43 yeast inh | FUS yeast rescue | GLP-1R inv ag
CCOCCCNC(=O)c1c(NC(=O)Cc2coc3ccc(C)cc23)sc2c1CCC2 | . | . | . | 2% | . | 5% | 13% | 31% | 4%
Cc1cccc(N2CCN(CC(=O)Nc3ccccc3[N+](=O)[O-])CC2)c1C | i | -33%[inhibitor] | -1% | i | 18 | 6% | -5% | 6% | 0%
O=C(Nc1nnc(SCc2ccc(F)cc2)s1)c1cccnc1Cl | i | 3% | -3% | -15% | 5 | -2% | ? | -14% | -7%
COc1cc(CC(=O)Nc2ccccc2N2CCCCC2)cc(OC)c1OC | i | -2% | 10% | -10% | -2 | 9% | ? | 21% | 9%
CC(C)[C@@H](C(=O)OCC(=O)Nc1ccc2c(c1)OCO2)N1C(=O)c2ccccc2C1=O | i | 10% | 1% | -16%[57.5 µM] | 102 | 4% | 16% | 27% | -1%
Cc1oc(-c2ccc(Cl)cc2)nc1CN1CCCC(C(=O)NCc2ccccc2)C1 (stereo unspecified) | . | . | . | -25% | . | 15% | 18% | 10% | ?
CCN(CC)C(=O)[C@H]1C[C@H](CC(=O)NCc2cccc(C(F)(F)F)c2)C(=O)N2CCc3c([nH]c4cc(-c5ccco5)ccc34)[C@]12C | i | 22% | -3% | i | 8 | 9% | 40% | ? | ?
Cc1ccc(C)c(NC(=O)CSc2sc3c(O)cc(=O)[nH]c3c2C#N)c1 | i | -5% | 1% | i | 5 | -15% | -2% | 17% | 10%
COc1ccc(OC)c(N(CC(=O)NCc2cccnc2)S(C)(=O)=O)c1 | i | -11% | -2% | -13% | 6 | 10% | -7% | 22% | 6%
Cc1ccccc1C(=O)NC(CC(C)C)C(=O)Nc1ccc(S(N)(=O)=O)cc1 (stereo unspecified) | i | -4% | 5% | ? | 2 | 0% | 14% | -13% | 8%
O=C(COC(=O)c1cccc(Cl)c1)NCCN1C(=O)CSC1=O | i | 2% | -2% | i | -10 | 13% | -9% | -6% | -29%
CCn1c(SCC(=O)Nc2ccc3c(c2)OCCO3)nnc1-c1ccco1 | i | 9% | -2% | 8%[57.5 µM] | -16 | 6% | -19% | -5% | 2%
COc1ccc(C=O)cc1OC1C=CCCC1 (stereo unspecified) | i | 11% | 5% | i | 15 | -7% | 19% | -14% | 35%

Source: PubChem

Not all compounds are listed; count on the stated rates, not on these rows.
